# Compound activity (PubChem BioAssay)
# ERp5 block: blocks human ERp5 reductase activity on insulin; hit rate 0.05% among 350,000; inhibition, % at 9.99 µM; ERp5 insulin aggregation, absorbance 650 nm, 90 min;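 active = mean replicate inhibition above about 25%, with every replicate also reaching it, limit read from the data, passing the limit was not always enough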
# esBAF inh: inhibitors of esBAF chromatin remodeling in mouse ES cells | AID 602393 | hit rate 2% among 350,000 | Bmi1-luciferase knock-in reporter, 24 h; 100% = twice the neutral-well signal | reporter increase, % at 12.5 µM; in the data active = activation above about 40%;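 also: 0% = median of the plate's neutral control wells and 100% = double that signal; a rise in the Bmi1 reporter signal indicates esBAF inhibition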
# Xi reactivation: reactivates the inactive X chromosome in mouse fibroblasts; XiGFP mouse fibroblasts, % GFP-positive cells imaging, 3 d; cells co-treated with 5-aza-dC sensitizer; scaled so ellipticine positive control = 100%; activation, % at 7.58 µM; hit rate 0.055% among 360,000; AID 743238;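 active = mean normalized replicate activation at least 10% and every replicate at or above 10%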;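 also: 0% = median of on-plate neutral control wells and 100% = ellipticine 6 µM median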
#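 Assay system – SV40-immortalized XiGFP fibroblast cells, line 68-5-11 · Buffer or medium – DMEM supplemented with 5-aza-dC as sensitizing agent · Dosing – one concentration, pinned · Benchmarks – positive control ellipticine, 6 µM final · Times – 3 days compound exposure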
# S100A4 MyoIIA: blocks human S100A4 binding to myosin IIA peptide. S100A4/TAMRA-MyoIIA peptide fluorescence polarization. inhibition, % at 10.7 µM. hit rate 0.14% among 360,000;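 active = mean inhibition of at least 70% across replicates, with every replicate also reaching that level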
# Target sequence (P26447 whole entry, looked up): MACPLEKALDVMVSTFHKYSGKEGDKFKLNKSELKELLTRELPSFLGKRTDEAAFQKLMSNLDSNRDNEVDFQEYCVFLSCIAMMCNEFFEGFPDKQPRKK
#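 incubation = readout 5 min after mixing, signal stable up to 60 min | system = S100A4 monomer protein | buffer or medium = HEPES pH 7.2 with CaCl2, KCl, NaCl, DTT, Triton | benchmarks = neutral control DMSO, positive control TFP | also added = fluorescent myosin IIA peptide, 5 nM | compound dosing = one concentration per compound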
# RAD54 inh: blocks human RAD54 Holliday junction branch migration | Q92698 | FAM/BHQ fluorescence | inhibition, % at 10.4 µM | hit rate 0.14% among 360,000 | AID 602329;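 active = mean normalized replicate activity at least 40 and at least half of replicates scoring 40 or more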;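 also: 0% = median of neutral control wells and 100% = median of positive control wells; inhibitors cause a drop in the FAM fluorescence signal; in these data hits start at about 50%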
# Target sequence (Q92698 whole entry, looked up): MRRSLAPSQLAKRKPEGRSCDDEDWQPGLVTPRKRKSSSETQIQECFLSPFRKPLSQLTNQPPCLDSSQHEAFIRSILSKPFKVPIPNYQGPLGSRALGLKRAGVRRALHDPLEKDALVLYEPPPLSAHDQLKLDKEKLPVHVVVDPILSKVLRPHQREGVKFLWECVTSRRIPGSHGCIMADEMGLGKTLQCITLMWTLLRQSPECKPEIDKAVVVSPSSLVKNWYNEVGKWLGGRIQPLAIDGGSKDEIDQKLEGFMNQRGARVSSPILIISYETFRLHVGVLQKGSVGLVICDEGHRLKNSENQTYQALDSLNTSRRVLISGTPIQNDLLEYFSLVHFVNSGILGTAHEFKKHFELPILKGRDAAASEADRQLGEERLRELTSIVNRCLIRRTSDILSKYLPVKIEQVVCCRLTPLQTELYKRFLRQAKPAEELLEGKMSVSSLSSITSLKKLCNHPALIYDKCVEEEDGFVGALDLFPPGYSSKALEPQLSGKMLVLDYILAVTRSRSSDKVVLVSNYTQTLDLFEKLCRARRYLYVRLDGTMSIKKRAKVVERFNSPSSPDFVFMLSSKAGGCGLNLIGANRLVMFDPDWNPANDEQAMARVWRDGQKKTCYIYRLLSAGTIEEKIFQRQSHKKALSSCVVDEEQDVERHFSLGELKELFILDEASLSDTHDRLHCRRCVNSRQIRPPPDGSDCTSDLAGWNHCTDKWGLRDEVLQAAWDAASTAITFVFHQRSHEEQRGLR
# ERAP1 HTS inh: ERAP1 (human) enzyme inhibition | Q9NZ08 | recombinant ERAP1, Leu-AMC fluorescence, 60 min | inhibition, % at 10.7 µM | hit rate 0.15% among 340,000;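 active = mean replicate inhibition of at least 30%, or all replicates individually reaching that 30% level; inactive = mean below 30% and not every replicate reaching it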;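 also: 0% = neutral control wells and 100% = L-leucinethiol positive control wells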
# E-sel inducer: E-selectin induction on HUVECs | activation, % at 7.58 µM | hit rate 0.37% among 260,000 | P16581 | HUVEC E-selectin immunofluorescence imaging; normalized: neutral wells 0, TNF-alpha wells 100;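 active = mean E-selectin-positive cell signal at least 10% of the positive control, reached in at least 60% of replicates, without over 20% cell loss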;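 also: in these data hits start at about 27%; measured in HUVEC primary endothelial cells; signal is the percent of cells scored E-selectin positive by PE staining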
#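 material = human umbilical vein endothelial cells (HUVEC), E-selectin induction | quantity = 3,000 cells/well | medium = EGM-2 growth medium on 0.1% gelatin-coated wells | technique = immunofluorescence imaging | read-out basis = % PE-positive cells | control set = TNF-alpha positive control, DMSO neutral control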
# RAD52 anneal inh: RAD52 (human) annealing inhibition; P43351; recombinant RAD52 DNA annealing, FRET fluorescence; inhibition, % at 18.7 µM; hit rate 0.46% among 360,000; AID 651710;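 active = every replicate showing at least 50% inhibition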
# * marks the source's active call; other numbers are inactive results; · = not tested or not shown; & = joins results of further samples.
SMILES,ERp5 block,esBAF inh,Xi reactivation,S100A4 MyoIIA,RAD54 inh,ERAP1 HTS inh,E-sel inducer,RAD52 anneal inh
COc1ccc(/C=C(\NC(=O)c2ccccc2)C(=O)NCCN2CCOCC2)cc1OC,1,-8,0.0,2,-3,0,-0.3,7
Cc1ccc(C(=O)Oc2cc(C)[nH]c(=O)c2[N+](=O)[O-])cc1,2,·,0.0,1,·,8,·,3
O=C(NCCS(=O)(=O)N1CCN(c2cccc(Cl)c2)CC1)c1ccc2c(c1)OCO2,4,-5,0.0,-22,-3,-1,-0.1,-3
C/C=C/c1ccc([C@H]2[C@@H](CO)N(C(=O)COC)[C@H]2CNC(=O)C2CC2)cc1,-3,·,-0.1,11,·,0,0.0,-5
CCN(CC(=O)Nc1ccc(NC(C)=O)cc1)C(=O)C1CCCC1,-2,0,-0.1,0,-8,6,·,-5
CC(OC(=O)c1cc(=O)[nH]c2ccccc12)C(=O)Nc1ccc(Cl)cn1 (centres undefined),7,-1,0.2,-4,-1,1,3.7,-3
CCOc1ccc(CCN2C(=O)c3cccnc3C2=O)cc1OCC,4,·,0.2,0,·,1,-0.2,-2
C[C@H](NC(=O)c1nc[nH]c1C(=O)N1CCNCC1)C(=O)OC(C)(C)C,3,1,0.0,-4,-7,-2,-0.2,-7
CCOC(=O)C1=C(c2ccccc2)NC(=O)NC1c1cc(OC)c(OC)cc1OC (centres undefined),-6,-4,-0.1,5,-4,0,-1.8,-10
COc1cccc(CC(=O)OCC(=O)N(C)CC(=O)Nc2ccc(F)cc2)c1,5,-4,0.2,0,·,1,-0.1,-8

# 2 entries picked at random from the list so far, as already listed:
SMILES,ERp5 block,esBAF inh,Xi reactivation,S100A4 MyoIIA,RAD54 inh,ERAP1 HTS inh,E-sel inducer,RAD52 anneal inh
CCOC(=O)C1=C(c2ccccc2)NC(=O)NC1c1cc(OC)c(OC)cc1OC (centres undefined),-6,-4,-0.1,5,-4,0,-1.8,-10
Cc1ccc(C(=O)Oc2cc(C)[nH]c(=O)c2[N+](=O)[O-])cc1,2,·,0.0,1,·,8,·,3

# Returning to the listing; the three compounds before the break are reprinted first.
SMILES,ERp5 block,esBAF inh,Xi reactivation,S100A4 MyoIIA,RAD54 inh,ERAP1 HTS inh,E-sel inducer,RAD52 anneal inh
C[C@H](NC(=O)c1nc[nH]c1C(=O)N1CCNCC1)C(=O)OC(C)(C)C,3,1,0.0,-4,-7,-2,-0.2,-7
CCOC(=O)C1=C(c2ccccc2)NC(=O)NC1c1cc(OC)c(OC)cc1OC (centres undefined),-6,-4,-0.1,5,-4,0,-1.8,-10
COc1cccc(CC(=O)OCC(=O)N(C)CC(=O)Nc2ccc(F)cc2)c1,5,-4,0.2,0,·,1,-0.1,-8
O=C(c1ccc(NS(=O)(=O)c2ccccc2)cc1)N1CCOCC1,2,2,0.0,0,-3,-4,·,1
CCCCCNC(=O)c1ccc2c(=O)n(CC3CCCO3)c(=S)[nH]c2c1 (centres undefined),-4,-1,0.1,2,·,-3,2.6,-17
CC(C)NC(=O)CSc1nc2[nH]ncc2c(=O)[nH]1,0,4,-0.1,-5,·,2,-8.4,-9
CCCC(=O)Nc1ccc2c(c1)C(=O)N(C)[C@H]1CC[C@@H](CC(=O)NCC3CCCCC3)O[C@@H]1CO2,12,-4,0.3,0,-8,-3,0.0,-3
O=Cc1ccc(-c2ccc(Cl)cc2Cl)[nH]1,-2,·,0.3,-2,·,-3,1.1,-16
CN(C)C(=S)SCC(=O)NCc1ccc(F)cc1,2,11,0.0,1,·,0,·,-9
CCCCc1cc(=O)oc2cc(C)cc(OCC(=O)N3CCC(C(=O)O)CC3)c12,10,8,·,-4,-2,1,·,-1
COc1ccc(NC(=O)N2CC[C@@H]3[C@H]2c2cc(-c4cccc(F)c4)ccc2N(C)[C@H]3CO)cc1,·,-1,0.0,·,-3,·,0.2,·
CCC(C(=O)n1cccc1C#N)c1ccccc1C (centres undefined),-1,-6,0.0,-1,-1,1,0.1,-19
CO[C@@H]1CN(C)C(=O)c2cc(NC(=O)C3CC3)ccc2OC[C@@H](C)N(C)C[C@@H]1C,-2,-1,1.1,9,8,0,0.0,-6
CNC[C@H]1Oc2ccc(NC(=O)C3CC3)cc2CC(=O)N([C@H](C)CO)C[C@H]1C,2,-3,0.1,-11,-17,-2,0.3,-12
COc1ccc(CN2C[C@@H](CO)O[C@@H](n3cnc4c(NCc5ccco5)ncnc43)C2)cc1,7,4,0.1,-35,-13,1,-0.2,-166
FC(F)(F)c1cccc(NC(=S)N2CCN(c3ccccc3)CC2)c1,-4,·,0.1,-2,·,-1,4.3,-3
CN1C(=O)c2cc(NC(=O)c3cccc(F)c3)ccc2OC[C@H]2O[C@@H](CC(=O)NCC3CC3)CC[C@H]21,4,·,0.0,22,·,-5,-0.2,0
Cc1noc(C)c1NC(=O)N(C)C[C@@H]1OCc2cn(nn2)CCCC(=O)N([C@H](C)CO)C[C@H]1C,5&11,-5&0,0.0&0.0,1&-7,-8&-3,5&0,0.1,-11&-1
CC1=NN(C(=O)c2ccccc2Cl)C(O)(c2ccccc2)C1 (centres undefined),2,-1,0.0,1,-2,-3,-0.5,-16
CCc1nc2c(OCCOc3ccc(F)cc3)cccn2c1N(C=O)Cc1ccc(OC)cc1,-3,-5,0.0,3,-9,-1,-0.1,-435
CCC(=O)Nc1ccc(C(=O)N2CCN(C(=O)c3ccco3)CC2)cc1,-6,14,0.0,-11,1,-2,·,-7
CCOc1ccccc1Nc1nnc(SCC(=O)Nc2nc(-c3ccc(OC)cc3)cs2)s1,5,14,0.5,-2,2,0,-3.7,3
C[C@@H]1CN([C@H](C)CO)C(=O)c2cc(NC(=O)Nc3cccc4ccccc34)ccc2O[C@@H](C)CCCCO[C@@H]1CN(C)Cc1ccncc1,-3,6,-0.1,0,-4,0,0.0,11
CO[C@@H]1CN(C)C(=O)c2ccc(NC(=O)C3CC3)cc2OC[C@@H](C)N(CC2CC2)C[C@H]1C,-5,-2,-0.1,-4,1,-2,-0.1,-1
O=C(Nc1cccc(F)c1)Nc1ccnn1C1CCN(C(=O)c2ccccn2)CC1,0,·,0.0,1,-19,0,·,-1
Cc1ccc(S(=O)(=O)N2CCC(C(=O)Nc3ccccc3N3CCCCC3)CC2)cc1C,-2,-3,0.0,9,2,-1,0.1,-11
O=C(C1CCCN(S(=O)(=O)c2ccc(F)cc2)C1)N1CCCCCC1 (centres undefined),-1,-3,0.0,-6,3,1,·,-12
O=S(=O)(CC(CN1CCOCC1)N1CCOCC1)c1ccccc1 (centres undefined),-2,·,-0.1,-2,·,-1,2.9,-15
O=C(CCc1ccccc1)N1N=C(c2ccncc2)CC1(O)C(F)(F)F (centres undefined),-3,·,0.6,11,·,3,·,-6
COc1ccc(Cl)cc1NC(=O)c1nnn(CC(=O)Nc2ccc(C)c(C)c2)c1N,·,1,0.0,-3,2,-1,·,1
O=C1NC[C@H](CC2CCCCC2)N(CCc2cccc(F)c2)C1=O,1,4,0.0,-4,8,2,-0.5,-7
COc1cccc(CN(C)CC(=O)Nc2ccccc2C(=O)NC2CC2)c1,0,9,0.0,0,-2,-5,0.3,-19
CCCCn1nnnc1C1(C)CCC(=O)N1c1ccc(N2CCOCC2)cc1 (centres undefined),-2,·,0.0,-9,·,·,-3.5,-7
C[C@H]1CN([C@@H](C)CO)C(=O)c2cccc(NC(=O)NC3CCCCC3)c2O[C@@H]1CN(C)Cc1ccc(-c2ccccc2)cc1,7,-4,-1.0,-2,7,2,-6.1,9
Cc1nn(CC(=O)NCCCN2CCN(C)CC2)c(=O)c2cc(-c3ccccc3)nn12,3,-4,0.0,2,6,-1,0.5,-6
COc1ccc(S(=O)(=O)N2CCOCC2)cc1NC(=O)c1cc(=O)[nH]c2ccccc12,-1,-5,0.0,4,-2,-2,-0.5,-12
O=C(C1CCOCC1)N1CC(=O)N2[C@H](C1)[C@H](c1ccc(-c3cccnc3)cc1)[C@@H]2CO,-3,·,0.0,-18,·,3,0.2,0
CC(C)(C)N1C(=O)[C@H]2[C@@H](c3ccc(Br)cc3)N3C(=O)N(c4ccccc4)C(=O)[C@@]3(C)[C@H]2C1=O,-7,1,0.6,0,11,-2,0.0,-18
CC(C)C#Cc1ccc2c(c1)O[C@H](CN(C)C(=O)Nc1ccccc1)[C@H](C)CN([C@@H](C)CO)S2(=O)=O,-2,5,0.4,-3,2,-2,·,-12
Cc1nn(C)c(C)c1NS(=O)(=O)c1ccc(OC(F)(F)F)cc1,-2,5,0.0,1,8,-1,-0.1,-8
CC(C)c1nnc(NC(=O)C2CC(=O)N(CCc3ccc(F)cc3)C2)s1 (centres undefined),8,-7,0.1,-3,5,2,·,-12
COc1ccc(C(C)(NC(C)=O)c2nc(-c3cccc(C(F)(F)F)c3)cs2)cc1 (centres undefined),1,-5,0.3,-2,3,-3,0.1,-9
COc1ccc(C(N)=O)cc1NC(=O)CC(O)(C(F)(F)F)C(F)(F)F,-6,-3,·,-4,13,2,·,3
CCOC(=O)N1Cc2cc3ccccc3nc2C1,-3,·,0.1,-1,·,0,0.7,7
CNC[C@H]1Oc2c(NC(=O)C3CC3)cccc2C(=O)N([C@@H](C)CO)C[C@H]1C,1,2,0.0,-2,5,6,0.2,-13
COc1cccc(NC(=S)N2CCC(C(=O)c3ccc(F)cc3)CC2)c1,-2,6,0.0,-9,-7,-1,·,-32
C[C@H](CO)N1C[C@H](C)[C@H](CN(C)C(=O)Nc2ccc(C(F)(F)F)cc2)Oc2c(NC(=O)c3ccncc3)cccc2C1=O,0&-2,-1&-3,0.0&0.4,3&-1,3&-20,3&0,-1.9&-0.1,3&-19
O=C(NC1CCCc2ccccc21)c1cccc(Br)c1 (centres undefined),1,·,0.0,-4,·,0,·,5
Cc1ccc(S(=O)(=O)N2N=C3CCCCC3C2(O)C(F)(F)F)cc1 (centres undefined),2,·,0.1,-7,·,6,·,-15
CC(C)Oc1ccc(F)cc1-c1cc(C(=O)Nc2ccc(C(C)(C)C)cc2)[nH]n1,4,-8,-0.1,3,-6,5,1.8,-5
O=S(=O)(Nc1cccc2ccccc12)N1CCCC1,0,5,·,0,-8,-1,·,-4
CC(=O)Nc1ccc(C(=O)N2CCCCC2c2cc(C(=O)Nc3cccc(C#N)c3)no2)cc1 (centres undefined),-2,-7,-0.1,-2,-2,14,-1.4,-4
Cc1ccc(NC(=O)CNCc2ccccc2)c(Br)c1,2,·,-0.1,-5,·,0,1.5,-12

# Later entries:
SMILES,ERp5 block,esBAF inh,Xi reactivation,S100A4 MyoIIA,RAD54 inh,ERAP1 HTS inh,E-sel inducer,RAD52 anneal inh
CC(C)CC#Cc1cnc2c(c1)C(=O)N([C@@H](C)CO)C[C@H](C)[C@H](CN(C)C(=O)Cc1cccnc1)O2,4,5,0.8,-3,0,-1,0.1,1
CCN(CC)C(=O)COc1coc(CN2CCN(c3cccc(Cl)c3)CC2)cc1=O,-5,2,0.0,-10,0,0,·,-12
COc1ccc(N2CCN(Cc3csc(C)c3-c3ccc(C)cc3)CC2)cc1,3,-3,0.0,-1,-1,0,-0.1,-19
CCOc1ccccc1CNC(=O)Cn1ccc2cc(S(=O)(=O)N3CCCC3)ccc21,0,23,0.1,1,-7,2,·,-7
COc1ccc(CCNC(=O)CN2c3cccc4cccc(c34)S2(=O)=O)cc1OC,1,4,0.0,-3,-10,10,·,-17
O=C(c1cc(C2CC2)nn1-c1ccccc1)N1CCN(S(=O)(=O)c2ccccc2F)CC1,-5,7,0.0,1,-2,-4,·,-14
